# Compound activity: PubChem, National Center for Advancing Translational Sciences (NCATS)
# Anesthetic bind – candidate novel general anesthetic via apoferritin binding | P02791 | apoferritin/1-aminoanthracene competitive binding, fluorescence | Potency, µM (titrated, usually from 77.5 µM), for the others: top-dose activity change, negative = displacement, hits mostly inhibitors | 350,000 tested, 0.074% active; note: potency is the fitted concentration of half-maximal effect; % is set by controls: 0 for no effect and ±100 for the full control effect; nearly all actives have a fitted effect of over 20% in size
#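 Apoferritin-based anesthetic binding model; compound displacement of fluorescent 1-AMA measured as endpoint fluorescence after 10 minutes at room temperature, scaled to free-ligand and complex controls.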
# Pol eta inh – blocks human DNA polymerase eta activity. Q9Y253. recombinant Pol eta, fluorescent DNA replication assay. Potency, µM (highest dose often 114 µM), inactives show top-dose activity change, negative = inhibition, most hits filed as inhibitors. 390,000 tested, 1.2% active; note: potency is the fitted concentration of half-maximal effect; % is set by controls: 0 for no effect and ±100 for the full control effect
#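 Pol eta (10 nM) was preincubated with compounds for 15 min at room temperature, after which fluorescent replication substrate (50 nM final) was added to start the reaction. Fluorescence was read kinetically at 0 and 10 min.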
# POLI inh – inhibitors of human DNA polymerase iota; Q9UNA4; Pol iota fluorescent replication assay, 10 min; Potency, µM (titrated, usually from 115 µM), for the others: at the top dose activity, negative = inhibition, usual class: inhibitors; 390,000 tested, 1% active; note: potency is the fitted concentration of half-maximal effect
# Target sequence (Q9UNA4 whole entry, looked up): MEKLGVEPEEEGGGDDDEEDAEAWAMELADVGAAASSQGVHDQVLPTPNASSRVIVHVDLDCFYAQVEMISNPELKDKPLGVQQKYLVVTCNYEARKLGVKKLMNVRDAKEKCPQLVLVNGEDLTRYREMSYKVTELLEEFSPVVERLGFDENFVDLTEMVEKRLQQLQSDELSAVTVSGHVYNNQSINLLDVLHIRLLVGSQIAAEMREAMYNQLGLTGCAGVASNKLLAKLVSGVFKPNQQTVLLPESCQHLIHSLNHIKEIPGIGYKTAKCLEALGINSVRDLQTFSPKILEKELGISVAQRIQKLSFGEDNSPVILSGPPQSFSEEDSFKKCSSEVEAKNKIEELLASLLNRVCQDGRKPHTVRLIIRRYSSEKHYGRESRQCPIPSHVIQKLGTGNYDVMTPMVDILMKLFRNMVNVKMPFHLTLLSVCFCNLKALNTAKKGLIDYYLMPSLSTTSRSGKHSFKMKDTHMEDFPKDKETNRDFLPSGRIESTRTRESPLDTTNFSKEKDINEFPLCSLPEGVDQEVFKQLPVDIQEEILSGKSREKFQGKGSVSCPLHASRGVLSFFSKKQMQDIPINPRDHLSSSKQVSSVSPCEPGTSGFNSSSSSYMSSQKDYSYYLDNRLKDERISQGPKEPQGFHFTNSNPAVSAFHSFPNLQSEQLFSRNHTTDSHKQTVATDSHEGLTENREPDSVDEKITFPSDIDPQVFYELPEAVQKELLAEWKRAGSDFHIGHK
#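 Fluorescent replication assay read twice, at 0 min and 10 min after adding 50 nM (final) substrate. Enzyme (10 nM) and compounds were first incubated 15 min at room temperature; enzyme-free buffer wells were negative controls.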
# POLK inh – DNA polymerase kappa (human) inhibition; 400,000 tested, 0.53% active; Potency, µM (highest dose often 107 µM), inactives show at the highest dose activity, negative = inhibition, actives largely listed as inhibitors; purified Pol kappa, fluorescent DNA synthesis assay, 10 min; Q9UBT6; note: potency is the fitted concentration of half-maximal effect; % is set by controls: 0 for no effect and ±100 for the full control effect
#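 Readout: fluorescence, taken kinetically at 0 and 10 min. Conditions: 10 nM Pol kappa, 15 min RT compound preincubation, 50 nM substrate final. Controls: enzyme-free buffer wells.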
# LDHA inh – LDHA (human) enzyme inhibition; activity change, % (values are at about 110 or 230 µM); 480,000 tested, 0.15% active; P00338; AID 1347041; purified LDHA, NADH/diaphorase-resazurin fluorescence; hits give low values; in the data active = activity change below about -30%; inconclusive = mostly about -25% to -30%;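 note: plate controls were DMSO wells for no effect and wells without enzyme for full effect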
#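 Resorufin fluorescence (ex540/em590), read at 0 and 20 min after diaphorase/resazurin addition, reports the NADH left after a 5 min room-temperature reaction of 2 nM human LDH5 with 0.06 mM NADH and 0.2 mM pyruvate.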
# Glioma ERSR ind – ER stress response induction in glioma; 420,000 tested, 0.02% active; U87-MG GRP78 promoter luciferase reporter, 16 h; Potency, µM, inactives show top-dose activation, most hits filed as activators; AID 602332; note: potency is the fitted concentration of half-maximal effect; series mostly up to about 76 µM; % of control where 0% means no effect; nearly all actives have a fitted effect of over 35% in size
#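 ERSR induction read as luciferase luminescence (Bright-Glo, 10 min at room temperature) in stably transfected human U87-MG glioma cells exposed to compounds for 16 h, using GRP78 as sensor.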
# APE1 inh – APE1 (human) endonuclease inhibition; Potency, µM (doses to about 65.8 µM), inactives show at the highest dose activity change, negative = inhibition, hits mostly inhibitors; AID 2517; 350,000 tested, 0.35% active; recombinant APE1, TAMRA/BHQ-2 abasic DNA cleavage fluorescence;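 note: potency is the fitted concentration of half-maximal effect; plate controls were vehicle for no effect and reference inhibitor for full effect; nearly all actives have a fitted effect of over 55% in size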
# Target sequence (P27695 whole entry, looked up): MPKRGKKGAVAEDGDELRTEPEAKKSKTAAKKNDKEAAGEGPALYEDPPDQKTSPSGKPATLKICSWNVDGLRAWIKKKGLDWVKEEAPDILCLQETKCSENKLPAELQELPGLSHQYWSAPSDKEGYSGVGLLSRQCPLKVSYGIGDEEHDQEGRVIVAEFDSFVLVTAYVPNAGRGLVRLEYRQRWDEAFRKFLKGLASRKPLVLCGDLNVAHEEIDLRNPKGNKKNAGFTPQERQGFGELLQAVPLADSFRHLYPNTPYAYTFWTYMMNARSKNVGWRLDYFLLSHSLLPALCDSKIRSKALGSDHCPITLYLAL
#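 Enzyme (0.75 nM final) and test compound are incubated 15 min at room temperature before adding 50 nM quenched THF abasic-site duplex. Cleavage dequenches TAMRA, followed at 525/598 nm over three reads one minute apart.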
# POLB inh – inhibitors of human DNA polymerase beta. P06746. AID 485314. 340,000 tested, 1.3% active. Pol beta primer extension/strand displacement, fluorescence kinetic. Potency, µM (highest dose often 114 µM), for inactives: at the highest dose activity change, negative = inhibition, usual class: inhibitors; note: potency is the fitted concentration of half-maximal effect; % is set by controls: 0 for no effect and ±100 for the full control effect
#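 Curves were derived by four-parameter Hill fits of normalized qHTS data. The kinetic fluorescent primer-extension read was taken at 0 and 10 min after 50 nM substrate, following a 15 min room-temperature preincubation of 10 nM enzyme with compounds.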
# BLM helicase inh – blocks DNA unwinding by human BLM helicase; P54132; recombinant BLM DNA unwinding, fluorescence dequenching; Potency, µM (doses to about 56.1 µM), without a hit: at the highest dose activity change, negative = inhibition, hits mostly inhibitors; 350,000 tested, 0.2% active; AID 2528;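 note: potency is the fitted concentration of half-maximal effect; plate controls were vehicle for no effect and no enzyme for full effect; nearly all actives have a fitted effect of over 35% in size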
# Starred values were filed as active, the others as inactive; ? = inconclusive; . = no result given; [ ] = remark or other dose. Unless noted, calls come from the whole dose curve; as a rule, active = well fitted curve in the direction sought with a large enough effect; inconclusive = small, poorly fitted or top-dose-only effect, or another doubt; inactive = no such curve, though single readings can be large; an effect the other way counts as inactive or inconclusive. A portion of the library; rates above refer to the full screens.
# Below each compound – Anesthetic bind, Pol eta inh, POLI inh, POLK inh, LDHA inh, Glioma ERSR ind, APE1 inh, POLB inh, BLM helicase inh
CN(C)S(=O)(=O)c1cccc(NC(=O)c2cccc(S(=O)(=O)N3CCCCC3)c2)c1
→ ., -12%, 15%, -10%, -5, -3%, 4%, ., .
O=C1c2cccc3cccc(c23)C(=O)N1c1cccnc1
→ 8%, -8%, 19%, -11%, 4, -2%, -10%, -3%, 1%
Cc1ccc(S(=O)(=O)N2CCCC2C(=O)N(C)Cc2cccs2)cc1 (stereo not given)
→ -19%, -7%, 13%, -7%, 1, 0%, ?, 23%, 0%
Cc1c(NC(=O)COC(=O)c2ccc[nH]c2=O)c(=O)n(-c2ccccc2)n1C
→ 31%[activator], -17%, 188%[activator], -6%, -1, -5%, 2%, 24%, 2%
CCS(=O)(=O)c1ccc(-c2cccc(NC(=O)c3ccco3)c2)nn1
→ ., -8%, 23%, -11%, 2, 0%, -12%, ., .
COc1ccc2sc(-c3ccc(SC)cc3)c(C#CCO)c2c1
→ ., -8%, -16%, 6%, -2, 2%, 17%, ., .
CCCN(C(=O)CCNC(=O)c1ccc(Cl)cc1)c1c(N)n(Cc2ccccc2)c(=O)[nH]c1=O
→ ., -5%, 18%, 16%, 0, -5%, 30%, ., .
CCCCNC(=O)CCn1c(=O)c2ccccc2n(Cc2cccc(Cl)c2)c1=O
→ 6%, -8%, 12%, -4%, -5, -3%, ., 21%, 3%
COc1cc(OC)cc(C(=O)NCC(=O)Nc2ccc(-c3ccccc3)cc2)c1
→ -14%, -16%, -23%, -13%, 0, 2%, -18%, 16%, -10%
CC(C)(C)OC(=O)NC(CNCc1ccccc1)Cc1ccccc1 (stereo not given)
→ ., -12%, 19%, -10%, -2, 0%, 2%, ., .
CN(C)S(=O)(=O)N(CC(=O)N(Cc1ccccc1)Cc1ccccc1)c1ccccc1
→ -18%, ?, ?, ?, -1, -3%, ?, 22µM*, -20%
O=C(CSc1nc(C(F)(F)F)cc(=O)[nH]1)NCC1CCCO1 (stereo not given)
→ ., -8%, 3%, -13%, -4, -5%, -9%, ., .
C(=C\CSc1nnnn1-c1ccccc1)/CSc1nnnn1-c1ccccc1
→ ?, -24%, 23%, -13%, -3, 0%, -9%, 7%, -6%
COc1ccc(CNC(=O)COC(=O)c2cc3ccccc3o2)cc1
→ ., 0%, 7%, -5%, -6, 0%, 28%, ., .
O=C(COc1ccc2ccc(=O)oc2c1)NCCCn1ccnc1
→ -6%, -14%, 32%[activator], -8%, -4, -1%, -3%, 1%, 1%
O=C(C1CCN(c2nc3nonc3nc2N2CCCCC2)CC1)N1CCOCC1
→ -11%, -18%, -10%, -17%, -6, -1%, -2%, 34%, -2%
CCOC(=O)[C@@H]1[C@H]2COc3cc(OC)ccc3[C@H]2N2C(=O)N(c3cccc(C)c3)C(=O)[C@]12C
→ ., 3%, 4%, -12%, -4, -1%, -25%, ., .
COc1ccc(/C=N/NC(=O)CCC(=O)Nc2ccccc2)cc1OC
→ -3%, -2%, ?, -30%, -4, -4%, -3%, ?, -1%
CC(=O)c1cc(-c2ccc(F)cc2)n(CCC(=O)Nc2cccc(C)n2)c1C
→ -4%, -14%, 28%, 5%, 4, 1%, -6%, 0%, -9%
OC(COc1ccc(CNCCc2ccc(C(F)(F)F)cc2)cc1)CN1CCCCC1 (stereo not given)
→ -19%, -13%, 63%[activator], -8%, -4, -14%, 1%, 0%, 33%[activator]

# Full records, quoted from the list. Order of screens: Anesthetic bind | Pol eta inh | POLI inh | POLK inh | LDHA inh | Glioma ERSR ind | APE1 inh | POLB inh | BLM helicase inh
# `COc1ccc(CNC(=O)COC(=O)c2cc3ccccc3o2)cc1` in the list: . | 0% | 7% | -5% | -6 | 0% | 28% | . | .
# `CCCCNC(=O)CCn1c(=O)c2ccccc2n(Cc2cccc(Cl)c2)c1=O` in the list: 6% | -8% | 12% | -4% | -5 | -3% | . | 21% | 3%
# `COc1ccc2sc(-c3ccc(SC)cc3)c(C#CCO)c2c1` in the list: . | -8% | -16% | 6% | -2 | 2% | 17% | . | .

# The list continues.
# Below each compound – Anesthetic bind, Pol eta inh, POLI inh, POLK inh, LDHA inh, Glioma ERSR ind, APE1 inh, POLB inh, BLM helicase inh
CCOC(=O)N1CCN(S(=O)(=O)N2CCCC(C(=O)NCCCN3CCC(C)CC3)C2)CC1 (stereo not given)
→ 1%, 0%, 2%, 0%, -14, -5%, 1%, 49%, -2%
Cc1ccc2nc(-c3ccsc3)c(Nc3ccccc3C)n2c1
→ 63%[activator], -22%, 26%, -1%, -1, -5%, ., -3%, -4%
COc1ccc(-c2cc3ncc(-c4ccccc4)c(N)n3n2)cc1
→ -6%, -7%, -13%, 7%, 5, 2%, -3%, 11%, -3%
COc1ccc2[nH]c(=O)c(CN(CC3CCCO3)C(=S)Nc3cccc(C)c3)cc2c1 (stereo not given)
→ -4%, -20%, 68%[activator], 0%, -1, 2%, -4%, 1%, 4%
CC(C)NC(=O)NC(=O)CSc1nncs1
→ -1%, -13%, -17%, -8%, -1, -1%, -2%, -19%, -2%
COc1ccc(OCC(O)CNC(=O)Nc2ccc(F)cc2)cc1 (stereo not given)
→ 9%, -13%, 52%[activator], -2%, -10, -11%, -6%, 30%, -2%
CCOc1ccc(N2CC(c3nc4ccccc4n3CC(C)C)CC2=O)cc1 (stereo not given)
→ -17%, -25%, 22%, -22%, -2, -2%, ., -20%, -2%
Cn1c(=O)c(=O)n(C)c2cc(NS(=O)(=O)c3ccc(Br)cc3)c(Cl)cc21
→ -9%, -1%, 18%, 7%, 5, 0%, ., -7%, 0%
Cc1cc(C)n(-c2ccc(C(=O)NCc3ccc4c(c3)OCO4)cc2)n1
→ ?, 1%, 16%, 2%, 0, 0%, -1%, -10%, 2%
CC(=O)Nc1cccc(Oc2ccc(-c3noc(C)n3)cc2)c1
→ -12%, -14%, 18%, 4%, -1, 7%, -12%, 0%, -3%
COc1ccc(-c2nc3scc(CCNC(=O)c4cc(OC)cc(OC)c4)n3n2)cc1
→ -7%, -18%, 24%, 2%, -2, 2%, ., 4%, 2%
Cc1ccc(Cn2c(SCC(N)=O)nc3c2c(=O)n(C)c(=O)n3C)cc1
→ 31%[activator], -9%, 6%, -10%, -13, -3%, -2%, 4%, 0%
O=C(Cc1ccccc1[N+](=O)[O-])Nc1ccc2c(c1)OCCO2
→ -8%, -17%, 15%, -5%, -5, -5%, 5%, 4%, -5%
CCCc1cc(=O)n2nc(N3CCC(C(=O)Nc4cccc(C(C)=O)c4)CC3)sc2n1
→ -3%, 4%, -7%, -12%, -3, 1%, -16%, 6%, 1%
CN1CCN(C(=S)c2ccc(OCC(=O)Nc3cccc(C(F)(F)F)c3)cc2)CC1
→ -14%, -13%, 4%, 0%, -6, 0%, 8%, 6%, -1%
O=c1c2ccccc2nc(SCc2nc3ccccc3s2)n1Cc1ccco1
→ -6%, -8%, -17%, -13%, 3, -3%, 9%, 13%, -4%
COc1ccc(OC)c(CNC(=O)C2CCCN(S(=O)(=O)N3CC(C)CC(C)C3)C2)c1 (stereo not given)
→ 8%, 2%, 12%, -9%, -14, -1%, -2%, 29%, -4%
NC(=O)C(c1ccccc1)C1CCCC1 (stereo not given)
→ -10%, -1%, -1%, -7%, -10, 0%, 0%, 5%, -1%
CCN(c1ccccc1)S(=O)(=O)c1cccc(C(=O)NCC(c2cccs2)N2CCOCC2)c1 (stereo not given)
→ ., -3%, 17%, -19%, 1, -4%, 0%, ., .
COCCCNC(=O)CCCN1C(=O)CCn2nc(-c3cn(C)c4ccccc34)cc21
→ -6%, -9%, 0%, 1%[60.1 µM], 13, -4%, ., ?, 2%
O=C(Nc1cccnc1)c1ccc2ccccc2c1O
→ -8%, -13%, 102%[activator], 0%, 19, 5%, 29%, 7%, 1%
Cn1c(N)c(C(=O)COC(=O)CCCN2C(=O)c3ccccc3C2=O)c(=O)n(C)c1=O
→ -13%, -21%, 75%[activator], -7%, -6, -3%, 7%, 23%, 0%
COc1ccc(/C=C/C(=O)Oc2ccc(/C=N/NC(=O)c3ccccc3)cc2)cc1OC
→ -4%, -6%, 11%, -9%, -6, -1%, -2%, 2%, 1%
Cc1cc(NC(=O)c2ccc3c(c2)OCCO3)ccc1NC(=O)c1ccco1
→ -13%, 6%, 2%, -13%, -8, 0%, 2%, 4%, 4%
COc1ccc(CN(C)C(=O)c2ccc(NS(=O)(=O)c3ccc4[nH]c(=O)[nH]c4c3)cc2)c(OC)c1
→ -12%, -21%, 7%, -2%, 1, 3%, -3%, 0%, -2%
CCN(CC)CCCC(C)NC1=NCCCCC1 (stereo not given)
→ -9%, -9%, 2%, 4%, -1, -2%, 2%, 0%, 2%
O=C(NCC1CCOCC1)C1CCC(=O)N(Cc2cccc(C(F)(F)F)c2)C1 (stereo not given)
→ 3%, -5%, 38%, 7%, -3, -1%, 9%, 45%, 0%
CCOC(=O)C1CCCN(c2c(NCCN3CCCCC3CC)c(=O)c2=O)C1 (stereo not given)
→ 0%, -3%, 5%, 3%, -3, -3%, -1%, 30%, 2%

# Quoted from the listing for reference:
# Below each compound – Anesthetic bind, Pol eta inh, POLI inh, POLK inh, LDHA inh, Glioma ERSR ind, APE1 inh, POLB inh, BLM helicase inh
O=C(Nc1cccnc1)c1ccc2ccccc2c1O
→ -8%, -13%, 102%[activator], 0%, 19, 5%, 29%, 7%, 1%
Cn1c(N)c(C(=O)COC(=O)CCCN2C(=O)c3ccccc3C2=O)c(=O)n(C)c1=O
→ -13%, -21%, 75%[activator], -7%, -6, -3%, 7%, 23%, 0%
COc1ccc(/C=C/C(=O)Oc2ccc(/C=N/NC(=O)c3ccccc3)cc2)cc1OC
→ -4%, -6%, 11%, -9%, -6, -1%, -2%, 2%, 1%
Cc1cc(NC(=O)c2ccc3c(c2)OCCO3)ccc1NC(=O)c1ccco1
→ -13%, 6%, 2%, -13%, -8, 0%, 2%, 4%, 4%
